High-throughput results from PubChem BioAssay.
CRFBP-R2 agonist = agonists of CRF-BP/CRF-R2 complex, primary screen, cell-based, HEK293, calcium dye fluorescence, uHTS; CRF-binding protein / CRF receptor 2 complex (human); calcium dye fluorescence (FLIPR); percent of saturating CRF peptide response; activation, % at 13.2 µM; actives 0.46% (n = 350,000); AID 588473, 2011;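 active means activation of at least 50%, plus an integration ratio under a set limit after plate pattern correction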;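 further: plate controls were neutral control wells without compound for no effect and CRF at EC100 for full effect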
MEKK3 PB1 HTS = modulators of MEKK3-MEK5 PB1 binding, primary screen, biochemical, wildtype MEKK3, multiplex bead flow cytometry, Alexa488-MEK5; Mitogen-activated protein kinase kinase kinase 3 (Homo sapiens), Q99759; bead-based flow cytometry, Alexa488-MEK5 binding to MEKK3; actives lie on both sides; 0 = blocked by unlabeled MEK5, 100 = vehicle; binding response (% of control), % at 10 µM; actives 1.4% (n = 290,000);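 active means binding response more than 3 SD above or below the average of its plate-row segment, actives on both sides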;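 further: Alexa488 bead fluorescence after subtracting the streptavidin-only scavenger bead signal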
CRFR2-BP antag = antagonists of CRF-BP/CRF-R2 complex, primary screen, cell-based, HEK293, calcium dye fluorescence, uHTS | inhibition, % at 11.8 µM | AID 588475, 2011 | CRF-induced calcium fluorescence | actives 0.59% (n = 350,000);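 active means inhibition of the ligand-induced calcium signal above about 50% at the single tested concentration, limit read from the data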
GalR3 antag = GalR3 antagonists in HEK293 cells, primary screen, cell-based, fluorescence readout; Galanin receptor type 3 (Homo sapiens), O60755; actives 0.44% (n = 360,000); HEK293 GalR3-CNG cAMP membrane potential fluorescence; galR3 body fused to GalR1 C-terminus; inhibition, % at 3 µM; AID 651719, 2012;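 active means inhibition above the screen-wide average plus 3 SD, cut at about 13% in these data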;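 further: forskolin and galanin both at EC90 stimulate the cells; cAMP rise reported by CNG channel membrane potential dye signal; 0% = forskolin plus galanin with DMSO and 100% = forskolin alone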
Target sequence (O60755 1-299 limits assumed): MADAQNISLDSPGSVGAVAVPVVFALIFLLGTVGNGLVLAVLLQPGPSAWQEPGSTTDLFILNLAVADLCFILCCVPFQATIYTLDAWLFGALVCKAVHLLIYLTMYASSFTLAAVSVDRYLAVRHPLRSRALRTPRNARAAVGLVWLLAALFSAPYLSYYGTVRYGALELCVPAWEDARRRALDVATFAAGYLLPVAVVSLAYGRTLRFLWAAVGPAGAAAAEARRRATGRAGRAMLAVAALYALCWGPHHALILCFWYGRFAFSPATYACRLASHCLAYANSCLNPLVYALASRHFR
IDE cell inh = human IDE inhibitors in live cells, primary screen, fluorescence polarization, HEK cells, FAbetaB substrate | FAbetaB cleavage | inhibition, % at 5.59 µM | actives 0.41% (n = 320,000) | AID 434962, 2010;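 active means percent inhibition above the average of all tested compounds plus 3 SD, set per screening campaign, cut at about 16% in these data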;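 further: IDE supplied by intact live HEK cells; FP after avidin binding of uncleaved biotin substrate so inhibition keeps polarization high; 0% = DMSO wells and 100% = 60 µM reference IDE inhibitor Ii1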
PHOSPHO1 block = PubChem AID 1565; Phosphoethanolamine/phosphocholine phosphatase (Homo sapiens), Q8TCT1; inhibition, % at 13.3 µM; recombinant PHOSPHO1, absorbance phosphatase assay; actives 1.1% (n = 290,000); in the data active means inhibition above about 60%
M4 PAM = human M4 muscarinic receptor positive allosteric modulators, primary screen, CHO-K1 cells, Fluo-8 calcium fluorescence; Muscarinic acetylcholine receptor M4 (Homo sapiens), P08173; CHO-K1 hM4/Gqi5, ACh EC20; 0% = ACh EC20, 100% = maximal ACh; activation, % at 3 µM; actives 0.4% (n = 360,000);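 active means activation above its plate's cutoff, the mean activation of sample wells plus 3 SD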; further: some results filed as inactive read as strong as hits
Target sequence (P08173 whole entry, looked up): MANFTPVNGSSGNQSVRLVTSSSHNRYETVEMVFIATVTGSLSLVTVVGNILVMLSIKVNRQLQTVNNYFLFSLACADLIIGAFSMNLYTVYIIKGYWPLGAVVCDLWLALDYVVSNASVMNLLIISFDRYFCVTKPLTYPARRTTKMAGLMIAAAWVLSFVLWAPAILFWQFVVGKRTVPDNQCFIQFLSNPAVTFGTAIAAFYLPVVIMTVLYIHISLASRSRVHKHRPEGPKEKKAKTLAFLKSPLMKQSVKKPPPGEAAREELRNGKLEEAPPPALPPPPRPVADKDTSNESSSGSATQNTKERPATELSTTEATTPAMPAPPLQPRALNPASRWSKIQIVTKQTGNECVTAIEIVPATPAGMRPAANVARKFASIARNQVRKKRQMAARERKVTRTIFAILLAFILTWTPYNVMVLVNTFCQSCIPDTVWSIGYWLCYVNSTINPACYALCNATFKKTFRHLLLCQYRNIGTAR
pCIP destab = p/CIP-EGFP fusion destabilizers, primary screen, fluorescence, F442A cells | 16 h | Q05BA5 | actives 0.01% (n = 290,000) | decrease of EGFP signal, % at 10 µM | AID 1984, 2009;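 active means EGFP signal decrease of at least 30% at 10 µM or well 3 SD below plate mean, unless failing retest; inactive means the rest, including hits failing retest or dose response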; further: some compounds called inactive have numbers as strong as hits; many of its hits are not listed in these tables
IDE cell activ = human IDE activators in live cells, primary screen, fluorescence polarization, HEK cells, FAbeta-B substrate; FAbeta-B cleavage; 0% vehicle, 100% cell-free pure enzyme wells; activation, % at 5.96 µM; actives 0.073% (n = 340,000);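 active means activation above the mean of all tested compounds plus 3 SD, set per screening campaign, cut at about 17% in these data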
Active calls of the source: *; . = not tested or not shown; [ ] = remark or other dose. Compounds were not picked by outcome; any-hit rate near 4.2%.

pCIP destab	IDE cell activ	PHOSPHO1 block	M4 PAM	GalR3 antag	CRFR2-BP antag	CRFBP-R2 agonist	IDE cell inh	MEKK3 PB1 HTS	canonical_smiles
4	6	-7	-4	-4	-13	-2.8	-12	98	CCOC(=O)C1CCCN(CCC(=O)Nc2ccc(C)cc2)C1 (stereo unspecified)
-11	1	74*	3	-10	-7	-1.6	-1	97	CC(C)Oc1ccc(CNC(=S)N/N=C/c2ccc([N+](=O)[O-])cc2)cc1
-16	0	29	7	-12	-27	20	24*	106	COC(=O)c1ccc(C2C(C#N)=C(N)Oc3cc(O)ccc32)cc1 (stereo unspecified)
.	-2	.	10	-5	-7	0.1	4	.	CCC(=O)N1N=C(c2ccc(NS(=O)(=O)c3ccc(C)cc3)cc2)CC1c1ccco1 (stereo unspecified)
2	-4	9	0	-7	4	1.2	2	97	COC(=O)c1cc(OC)c(OC)cc1NC(=O)CN1CCOCC1
-2	7	24	-3	-2	4	-0.2	2	95	COc1ccc(CCNC(=O)c2ccc(CSc3ccccc3)o2)cc1
7	-1	1	1	-4	25	3.6	4	91	C#CCn1cnc2c(cnn2-c2ccc(C)c(C)c2)c1=O
2	-3	-6	-4	-4	-32	0.5	9	97	COc1ccc(-c2csc(NC(=O)C3CC(=O)N(c4ccc5c(c4)OCCO5)C3)n2)cc1 (stereo unspecified)
8	0	32	-8	-8	-1	-1.1	9	101	Cc1cccc(/C=N/NC(=O)c2ccc(NC(=O)c3cccc(Cl)c3)cc2)n1
.	.	.	-10	-3	-13	-0.4	.	.	Cc1cccc(NC(=O)CCc2ccc(N3C(N)=NC(N)=NC3(C)C)cc2)c1
.	-1	.	1	-4	-7	-0.8	0	.	Cc1noc(C)c1C(=O)N(CC(=O)Nc1ccc(Cl)c(C(F)(F)F)c1)Cc1ccco1
-11	-1	-2	2	2	3	0.1	12	102	N#C/C(=C\c1ccc(OC(=O)c2ccc(Cl)s2)cc1)c1nc2ccccc2[nH]1

Part of the list above in order of number of heavy atoms, low to high:
pCIP destab	IDE cell activ	PHOSPHO1 block	M4 PAM	GalR3 antag	CRFR2-BP antag	CRFBP-R2 agonist	IDE cell inh	MEKK3 PB1 HTS	canonical_smiles
-16	0	29	7	-12	-27	20	24*	106	COC(=O)c1ccc(C2C(C#N)=C(N)Oc3cc(O)ccc32)cc1 (stereo unspecified)
-11	1	74*	3	-10	-7	-1.6	-1	97	CC(C)Oc1ccc(CNC(=S)N/N=C/c2ccc([N+](=O)[O-])cc2)cc1
-11	-1	-2	2	2	3	0.1	12	102	N#C/C(=C\c1ccc(OC(=O)c2ccc(Cl)s2)cc1)c1nc2ccccc2[nH]1
.	-1	.	1	-4	-7	-0.8	0	.	Cc1noc(C)c1C(=O)N(CC(=O)Nc1ccc(Cl)c(C(F)(F)F)c1)Cc1ccco1

Continuation:
pCIP destab	IDE cell activ	PHOSPHO1 block	M4 PAM	GalR3 antag	CRFR2-BP antag	CRFBP-R2 agonist	IDE cell inh	MEKK3 PB1 HTS	canonical_smiles
1	4	32	3	-8	-8	-0.9	5	102	CCOC(=O)/C=C/C(=O)Nc1ccc(S(=O)(=O)Nc2cc(C)on2)cc1
15	-4	19	8	9	6	0.8	-1	107	Cc1ccc(NC(=O)OCCNC(=O)c2ccncc2)cc1
6	2	-8	0	-1	1	0.2	2	101	CCn1c(SCC(=O)Nc2cccc(NC(C)=O)c2)nc2c([nH]c3ccccc32)c1=O
5	5	.	10	3	-5	-3.0	3	103	CC12CC3CC(C)(C1)CC(C(=O)N1CCN(C(=O)C4CCCO4)CC1)(C3)C2 (stereo unspecified)
-8	5	18	-3	-1	-4	-1.2	3	100	O=C(CCc1nnc2ccc(N3CCC4(CC3)OCCO4)nn12)NCc1ccc(F)cc1
-6	5	18	3	0	35	-1.0	4	104	COCCCNC(=O)Cn1ncc2c(=O)oc3ccccc3c21
.	-2	.	-5	.	25	-0.3	5	.	CCCC[C@@]1(C2CCCC2)Cc2cc(OCC(=O)O)c(Cl)c(Cl)c2C1=O
8	7	-16	0	.	-3	-2.3	6	99	O=[N+]([O-])c1cc(CN2CCCC2)c2cccnc2c1O
0	5	15	0	-5	-15	2.8	-3	97	Cc1nc(-c2cccc(NS(=O)(=O)c3ccc4ccccc4c3)c2)cs1
-2	7	-14	14	-3	-22	1.5	0	100	COC(=O)COc1cc(C)cc2oc(=O)c(CC(=O)OC)c(C)c12
2	7	15	16	-8	20	0.0	4	98	C#CCOC(=O)Nc1cccn(Cc2c(Cl)cccc2Cl)c1=O
.	0	.	-3	-2	-1	-1.2	5	.	CS(=O)(=O)c1ccc(Cl)c(NC(=O)COc2ccc3c(c2)CCC3)c1
-1	5	37	0	-3	-5	-0.9	-4	94	CC(C)(C)NC(=O)COC(=O)CCC(=O)c1ccc(Cl)cc1
5	3	50	1	-10	36	-1.6	-4	107	O=C(NCCCCc1ccccc1)c1cc([N+](=O)[O-])cc([N+](=O)[O-])c1
0	6	-2	11	0	35	-5.0	3	100	CC(C)NC(=O)c1ccc(Sc2ccccc2)c([N+](=O)[O-])c1
-8	-3	-6	-25	-3	-2	-0.1	.	101	Cc1cccc(C)c1NC(=O)C1CCCN(CCCc2ccccc2)C1 (stereo unspecified)
-3	4	29	-4	-3	-1	0.4	8	105	Oc1ccccc1CNc1ncc(Br)cc1Br
.	3	.	7	-5	2	-0.1	-6	104	CC1(C)CC(=O)C=C(c2ccc3[nH]ccc3c2)C1
-2	8	0	12	-2	-22	-0.2	1	2.0*[inhibitor]	CCOc1ccc(CCNC(=O)C2CCC(=O)N2CCc2ccccc2)cc1OCC (stereo unspecified)
-9	-3	9	12	-3	-4	0.2	-2	67	CC(=O)Nc1ccc(S(=O)(=O)N2CCCC2C(=O)O)cc1 (stereo unspecified)
-3	-3	37	-15	-7	6	-0.4	3	103	CCc1ccc(OCC(=O)Nc2ccc3oc(=O)ccc3c2)cc1
-4	-6	37	7	0	-7	1.2	5	102	COc1ccc(N2CCN(c3n[nH]c(N)n3)CC2)cc1
-3	4	24	-10	-3	-9	-1.5	1	111	C[C@H](NC(=O)OC(C)(C)C)c1nnc(SCC(=O)c2ccc(Cl)cc2)o1
-8	-3	53	6	-5	2	-2.1	-2	102	Cc1nc(NC(=S)NC(=O)c2cccs2)sc1C(=O)N(C)C
-12	4	-3	-4	2	-15	2.1	-1	97	COc1cccc(CN2C(=O)CCC2(C)C(=O)NC2CCCCC2)c1 (stereo unspecified)
-4	-1	25	-5	-5	19	1.2	-1	102	CCOC(=O)N1C(=O)[C@](c2ccc(Cl)cc2)(C(C)C)N1C(=O)OCC
.	4	.	10	-4	0	-1.4	12	100	Cc1cc(C)[n+]2[nH]c(N)c(N=Nc3ccccc3)c2n1
-9	-1	13	-4	-6	9	0.1	-6	108	COc1cccc(C(=O)NCC(=O)N2CCC3(CC2)NCCc2[nH]cnc23)c1
-7	1	38	7	-5	-14	-0.3	3	103	Cc1c(C)c2cc(Cl)c(OC(C)C(=O)NCCN3CCOCC3)cc2oc1=O (stereo unspecified)
3	2	8	3	-1	5	0.2	-6	105	O=c1[nH]cn[nH]1
-6	0	12	-11	0	-8	-1.1	-4	98	CCNC(=O)NC(=O)c1csc([N+](=O)[O-])c1
2	5	34	4	-1	-28	0.4	0	96	Cc1ccc(NC(=O)CNC2CCCCC2)cc1Cl
9	-2	16	0	-2	6	0.5	1	98	O=C(CCNS(=O)(=O)c1ccc(Br)cc1)NCCc1ccccc1
2	-1	2	7	-1	-6	0.8	4	103	COc1ccc(C(=O)N(CC2CCCO2)C(C(=O)NC2CCCC2)c2ccc(Cl)cc2)cc1OC (stereo unspecified)
.	-7	.	-6	-4	2	2.3	2	.	O=C(Nc1nc(-c2ccccn2)cs1)c1ccc(F)c(S(=O)(=O)N2CCOCC2)c1
3	0	3	1	21*	7	-1.2	7	98	O=C(c1ccc(CNS(=O)(=O)c2ccccc2)cc1)N1CCN(Cc2ccccc2)CC1
0	-8	-2	-2	-2	-13	-1.6	7	107	O=C(Cn1cnc2c(nnn2Cc2ccccc2F)c1=O)N1CCN(c2ccccc2)CC1
-6	-1	10	0	.	19	-3.0	4	104	CCOC(=O)C1CCN(C(c2cccs2)c2sc3nc(C)nn3c2O)CC1 (stereo unspecified)
-5	0	-13	0	1	-8	0.8	-1	102	CC(C(=O)N1CCCCC1)N1C(=O)c2ccccc2C1=O (stereo unspecified)
-4	-1	.	-2	-3	9	0.7	0	98	Cc1cccc(C(=O)Nc2c(C(=O)N(C)C)cnn2-c2ccccc2)c1
-3	7	-9	6	2	2	0.3	0	80	CCC(=O)N1CCc2cc(S(=O)(=O)CCC(=O)O)ccc21
-3	5	-16	6	4	6	-0.6	-2	103	CC(C)(/C=N/O)/[N+]([O-])=C/C=[N+](\[O-])C(C)(C)/C=N/O
3	6	0	-2	0	-4	0.5	-1	95	CCOC(=O)c1nn(-c2ccccc2)c2nnc(Cc3ccc(C)cc3)c(=O)n12
-12	0	31	2	-8	8	1.0	-2	103	COc1ccc(CNC(=O)CN(C(=O)c2csnn2)c2ccc3c(c2)OCCO3)cc1
14	0	43	9	-3	4	-2.0	-4	106	N=C1C(c2ccccc2)=C(O)CN1c1ccccc1
2	1	-1	1	-4	-15	0.1	-3	108	COc1ccc(N2CCN(C(c3cccs3)C(C)NS(C)(=O)=O)CC2)cc1 (stereo unspecified)
-15	-1	10	10	.	-27	-2.7	1	100	O=S(=O)(NCC(c1cccnc1)N1CCN(c2ccccc2F)CC1)c1cccs1 (stereo unspecified)
.	2	.	5	-4	16	-1.5	-3	.	COc1cccc(C(=O)NCCS(=O)(=O)NCc2ccccn2)c1
